TCR-CD3 inh = inhibitors of human TCR-CD3 interaction, primary screen, biochemical, fluorescence, TAMRA-labeled TCR probe. 360,000 compounds, 0.37% hits. AID 651800, 2012. inhibition, % at 9.4 µM. T-cell receptor (TCR); in the data active = inhibition above about 19%;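 note: recombinant mutant TCR 2C K166C tagged with TAMRA read by polarization; 0% = receptor in buffer alone and 100% = receptor with positive control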
HTRA1 inh = HTRA1 serine protease inhibitors, primary screen, biochemical, fluorescence polarization, HTS; inhibition, % at 5.96 µM; 340,000 compounds, 0.5% hits; recombinant HTRA1, FP-rhodamine activity-based probe; AID 504803, 2011; Q92743; in the data active = inhibition above about 36%;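 note: 0% = enzyme with DMSO and 100% = wells lacking enzyme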
UHRF1 binding = UHRF1 methylated DNA binding inhibitors, primary screen, counter-screen for MBD2 inhibitor project, biochemical, TR-FRET, human UHRF1, single concentration | E3 ubiquitin-protein ligase UHRF1 (Homo sapiens), Q96T88 | UHRF1 binding to methylated oligo | inhibition, % at 4.4 µM | 370,000 compounds, 0.75% hits; in the data active = inhibition above about 21%;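 note: UHRF1 SRA domain binding a hemimethylated CpG hairpin DNA probe; 0% = median of test compound wells and 100% = reference inhibitor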
Target sequence (Q96T88 whole entry, looked up, the tested form may be a part): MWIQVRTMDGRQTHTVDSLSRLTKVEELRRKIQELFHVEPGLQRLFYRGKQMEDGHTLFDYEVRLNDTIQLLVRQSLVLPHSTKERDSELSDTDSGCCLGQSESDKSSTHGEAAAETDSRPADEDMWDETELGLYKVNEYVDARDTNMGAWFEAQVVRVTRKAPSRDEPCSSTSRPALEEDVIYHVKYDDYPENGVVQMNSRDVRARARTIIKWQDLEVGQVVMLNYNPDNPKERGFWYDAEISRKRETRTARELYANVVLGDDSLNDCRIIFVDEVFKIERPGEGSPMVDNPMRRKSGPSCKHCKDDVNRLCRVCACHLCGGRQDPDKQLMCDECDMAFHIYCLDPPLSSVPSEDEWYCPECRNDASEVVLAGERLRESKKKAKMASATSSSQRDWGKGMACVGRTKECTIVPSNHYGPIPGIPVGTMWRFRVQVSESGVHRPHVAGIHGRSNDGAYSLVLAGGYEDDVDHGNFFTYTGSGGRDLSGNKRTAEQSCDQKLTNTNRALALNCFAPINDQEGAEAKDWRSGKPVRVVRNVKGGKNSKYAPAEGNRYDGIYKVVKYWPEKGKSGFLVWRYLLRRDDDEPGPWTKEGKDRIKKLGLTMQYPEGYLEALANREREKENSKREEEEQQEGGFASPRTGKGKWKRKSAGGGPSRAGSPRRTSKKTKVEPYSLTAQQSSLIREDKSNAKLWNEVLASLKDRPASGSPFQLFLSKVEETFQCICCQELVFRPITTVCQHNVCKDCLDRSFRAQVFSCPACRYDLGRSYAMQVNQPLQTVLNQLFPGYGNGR
mABHD4 FP = ABHD4 inhibitors, primary screen, biochemical, fluorescence polarization, mouse; inhibition, % at 8.92 µM; purified mABHD4, FP-Rh probe fluorescence polarization; AID 720543, 2013; 370,000 compounds, 0.54% hits;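 active = inhibition exceeding the mean over every tested compound plus 3 SD, cut at about 30% in these data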;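 note: 0% = plate median of compound wells and 100% = S159A mutant with DMSO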
Target sequence (Q8VD66 whole entry, looked up): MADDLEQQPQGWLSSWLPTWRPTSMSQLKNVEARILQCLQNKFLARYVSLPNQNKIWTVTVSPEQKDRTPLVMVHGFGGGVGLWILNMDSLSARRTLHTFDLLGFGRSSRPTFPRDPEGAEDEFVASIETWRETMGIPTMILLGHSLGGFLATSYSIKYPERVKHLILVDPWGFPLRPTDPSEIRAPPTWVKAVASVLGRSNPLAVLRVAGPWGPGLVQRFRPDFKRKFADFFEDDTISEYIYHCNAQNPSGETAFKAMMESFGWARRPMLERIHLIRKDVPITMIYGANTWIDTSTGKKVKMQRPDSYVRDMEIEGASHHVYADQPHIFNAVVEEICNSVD
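Test system: mouse ABHD4 enzyme, wild type. Reagent: FP-Rh fluorescent activity-based probe, added after compound pre-incubation. Timing: pre-incubation 45 min, probe exposure 60 min, at 25 °C. Technique: FP readout, ex 525 nm / em 598 nm. Benchmarks: high control S159A mutant with DMSO, low control median of compound wells.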
PG9 Ab binder = binders of HIV-1 gp120 antibody PG9, primary screen, biochemical, TR-FRET; HIV-1 gp120 / PG9 antibody interaction; TR-FRET gp120-PG9 antibody binding; inhibition, % at 6.7 µM; 360,000 compounds, 0.43% hits; AID 624416, 2012; in the data active = inhibition above about 8.5%
PRMT1 FP inh = PRMT1 methyltransferase inhibitors, primary screen, biochemical, fluorescence polarization. Protein arginine N-methyltransferase 1 (Homo sapiens), Q99873. recombinant PRMT1, activity-based probe fluorescence polarization. inhibition, % at 2.79 µM. 370,000 compounds, 1.3% hits. AID 652257, 2013;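 active = inhibition above about 21% made by adding two undisclosed values, limit read from the data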
MBD2 DNA inh = inhibitors of MBD2 binding to methylated DNA, primary screen, biochemical, TR-FRET, DNA-binding domain, human | inhibition, % at 4.4 µM | MBD2 binding to methylated oligonucleotide | 370,000 compounds, 0.31% hits | Methyl-CpG-binding domain protein 2 (Homo sapiens), Q9UBB5 | AID 686964, 2013; in the data active = inhibition above about 13%
Rev-erbA mod = modulators of Rev-erb alpha DNA binding, primary screen, biochemical, FITC-DNA, fluorescence polarization, uHTS. Nuclear receptor subfamily 1 group D member 1 (Homo sapiens), P20393. Rev-erbα–FITC-DNA binding, 90 min. activity, % at 10 µM. 370,000 compounds, 0.79% hits. AID 1259318, 2017;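 active = activity above about 14%, limit read from the data; passing the limit was not always enough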;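 note: 0% = DMSO wells with 35 nM protein and 100% = DMSO wells with 750 nM protein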
LEDGF integ inh = blockers of LEDGF/p75-dependent integrase strand transfer – biochemical, TR-FRET, high throughput, primary screen; TR-FRET IN-LEDGF/p75 DNA integration, Eu/Cy5; inhibition, % at 3.7 µM; 370,000 compounds, 0.64% hits;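 active = inhibition above the screen-wide mean plus 3 SD, cut at about 13% in these data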;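 note: signal is the Cy5 over europium emission ratio at 671 and 618 nm; 0% = plate median of compound wells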
rCAG binder = binders of r(CAG) RNA repeats, primary screen, biochemical, fluorescence; r(CAG) RNA repeat, TO-PRO-1 dye displacement fluorescence; inhibition, % at 3 µM; 370,000 compounds, 1.3% hits;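 active = inhibition above the plate cutoff, the mean of all test compounds on that plate plus 3 SD, cut at about 35% in these data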;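 note: 0% = DMSO alone and 100% = 100 µM mitoxantrone as full dye displacement; higher means more dye released from RNA so lower well fluorescence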
* marks the source's active call; other numbers are inactive results; . = no result given; & = joins results of further samples.

Letters: A = TCR-CD3 inh; B = HTRA1 inh; C = UHRF1 binding; D = mABHD4 FP; E = PG9 Ab binder; F = PRMT1 FP inh; G = MBD2 DNA inh; H = Rev-erbA mod; I = LEDGF integ inh; J = rCAG binder
smiles: CCc1ccc(-n2c(=S)sc3c(=O)n(-c4ccccc4)c(SCC(=O)O)nc32)cc1
  A: -1 | B: 1 | C: 3 | D: -2 | E: -1.9 | F: 7 | G: 4 | H: 7 | I: -4 | J: 41*
smiles: COc1ccc2c(c1OC)C(=O)N1C2SC[C@H]1C(=O)NC1CC(C)(C)NC(C)(C)C1 (stereo partly drawn)
  A: 10 | B: -3 | C: 4 | D: -7 | E: -1.6 | F: -6 | G: -10 | H: 6 | I: 7 | J: -1
smiles: COc1ccc(C(=O)O)cc1S(=O)(=O)Nc1ccc(Oc2ccccc2)cc1
  A: 6 | B: 6 | C: -1 | D: 2 | E: -1.3 | F: 0 | G: 0 | H: 2 | I: 3 | J: 8
smiles: Cc1cc2n(n1)C(c1ccccc1)Nc1ccccc1-2 (stereo not drawn)
  A: -5 | B: -13 | C: 1 | D: -5 | E: 0.2 | F: 3 | G: 0 | H: 5 | I: 0 | J: 7
smiles: CCCCNC(=O)OCCCN1CCC2(CCC(c3ccccc3)CC2)C1=O (stereo not drawn)
  A: . | B: . | C: -1&2 | D: 5&-5 | E: . | F: -3&1 | G: -1&-5 | H: -1&2 | I: -4&-2 | J: 1&-1
smiles: CCNc1nc(N)c(C(=C(C#N)C#N)c2ccccc2)s1
  A: -3 | B: 2 | C: 3 | D: -12 | E: 1.4 | F: 3 | G: 6 | H: 4 | I: -2 | J: 23
smiles: COc1ccc2c(=O)cc(C(F)(F)C(F)(F)F)oc2c1
  A: 0 | B: -3 | C: 1 | D: 1 | E: -0.3 | F: -1 | G: 0 | H: -3 | I: -3 | J: -4
smiles: N#CCCN/N=C(/Cc1nc2ccccc2[nH]1)c1cccc(Cl)c1
  A: 0 | B: -15 | C: -6 | D: 1 | E: 0.2 | F: -3 | G: 2 | H: 1 | I: -1 | J: 13
smiles: Cc1ccccc1NS(=O)(=O)c1ccc(NC(=O)N2CCCCC2)cc1
  A: 5 | B: -4 | C: 0 | D: 4 | E: 1.2 | F: 1 | G: 3 | H: -1 | I: -1 | J: -2
smiles: Cc1ccc(C(=O)Oc2ccccc2C(=O)N2CCOCC2)cc1
  A: 3 | B: -5 | C: -2 | D: 0 | E: -3.0 | F: 0 | G: 0 | H: -4 | I: -5 | J: -5
smiles: O=C(c1ccc(CNc2c(N3CCCC3)c(=O)c2=O)cc1)N1CCN(C2CCCCC2)CC1
  A: -5 | B: 7 | C: 0 | D: 2 | E: -0.2 | F: -4 | G: -7 | H: 1 | I: -1 | J: 2
smiles: CCn1cc(/C=N/NC(=O)c2cc3c(ccc4ccccc43)o2)c2ccccc21
  A: 0 | B: -19 | C: -4 | D: 0 | E: 0.6 | F: -1 | G: 5 | H: 0 | I: -1 | J: 15
smiles: COc1ccc(CC(=O)NC(=S)Nc2cccc(C)c2)cc1
  A: 7 | B: -51 | C: 0 | D: -13 | E: -1.6 | F: -4 | G: 6 | H: 6 | I: -1 | J: 1
smiles: Cn1cc(C(=O)NC2CCCCC2)c(=O)c2cc(S(=O)(=O)N3CCOCC3)ccc21
  A: -2 | B: 2 | C: 3 | D: -7 | E: 1.3 | F: 5 | G: 8 | H: 3 | I: -3 | J: -1
smiles: CCOC(=O)COc1ccccc1C1Nc2ccccc2C(=O)N1c1cccc(Cl)c1 (stereo not drawn)
  A: 5 | B: -45 | C: 0 | D: -16 | E: -1.1 | F: -2 | G: 4 | H: . | I: -2 | J: 5
smiles: C[C@H]1C(c2ccc(F)cc2)=NN(c2ccccc2)[C@@H]1CO
  A: 1 | B: 4 | C: 1 | D: 3 | E: 4.8 | F: 0 | G: 0 | H: -7 | I: -3 | J: 2
smiles: COc1cc(-c2nnc(SCC(=O)N3c4ccccc4Sc4ccccc43)o2)cc(OC)c1OC
  A: 1 | B: 1 | C: -1 | D: -9 | E: 0.3 | F: 1 | G: 4 | H: 5 | I: 0 | J: 3
smiles: O=C1N(Cc2cccc(Cl)c2)C[C@@H]2C[C@@H](c3cccc4ncccc34)N3CCC[C@@]123
  A: 0 | B: -12 | C: -1 | D: -2 | E: -0.5 | F: -1 | G: 2 | H: 0 | I: -1 | J: -5
smiles: O=c1cc(-c2ccccc2)nc(SCCOc2ccccc2Cl)[nH]1
  A: 2 | B: -8 | C: 1 | D: -12 | E: -2.3 | F: -2 | G: -8 | H: 2 | I: 0 | J: 2
smiles: O=C(CSc1nc(O)c(Cc2ccccc2)c(=O)[nH]1)Nc1nnc(SCc2ccccc2)s1
  A: 3 | B: 14 | C: 0 | D: 4 | E: -1.4 | F: 2 | G: -6 | H: -12 | I: -8 | J: 53*
smiles: COc1cccc(OCC(Cn2c(C)nc3ccccc32)OC(C)=O)c1 (stereo not drawn)
  A: -1 | B: 1 | C: 3 | D: 0 | E: -0.6 | F: 0 | G: -2 | H: -2 | I: 0 | J: -5
smiles: COc1ccccc1N1CCN(CC(=O)NCC2CCCO2)CC1 (stereo not drawn)
  A: 3 | B: 0 | C: 2 | D: 13 | E: 0.3 | F: 2 | G: 1 | H: -1 | I: 1 | J: -3
smiles: O=C(N(c1ccccn1)c1ccccn1)C12CC3CC(CC(C3)C1)C2
  A: 5 | B: -2 | C: 1 | D: -1 | E: -0.9 | F: -7 | G: 1 | H: 7 | I: 3 | J: -8
smiles: COC(=O)C1=C(C)N(C)C(=NCc2cccc(C(F)(F)F)c2)NC1c1ccc(Cl)cc1 (stereo not drawn)
  A: 6 | B: . | C: 1 | D: 9 | E: -0.2 | F: -3 | G: -3 | H: 7 | I: -2 | J: 8
smiles: Cc1nn(-c2ccccc2)c(Cl)c1C(=O)NCc1cccs1
  A: -3 | B: -1 | C: -3 | D: 4 | E: -1.2 | F: 1 | G: -2 | H: 3 | I: 0 | J: 13
smiles: COc1cc(C(=S)N2CCOCC2)cc(OC)c1OC(=O)c1ccc([N+](=O)[O-])cc1[N+](=O)[O-]
  A: -4 | B: 2 | C: 4 | D: 5 | E: -0.2 | F: -1 | G: 1 | H: -2 | I: -5 | J: 2
smiles: O=C(Nc1nnc(-c2ccncc2)s1)Nc1ccccc1F
  A: 2 | B: 0 | C: 0 | D: -2 | E: -1.9 | F: 0 | G: -2 | H: 2 | I: 3 | J: 0
smiles: Cc1ccc(S(=O)(=O)N2C[C@H]3N(C(=O)OC(C)C)N(C(=O)OC(C)C)C[C@H](OC(=O)NCc4ccco4)[C@@]3(O)C2)cc1
  A: -1 | B: 1 | C: 3 | D: -5 | E: -1.3 | F: 4 | G: 2 | H: 4 | I: -1 | J: 1
smiles: COc1ccc(N(C(C)C(=O)NC2CCCCCC2)S(C)(=O)=O)cc1 (stereo not drawn)
  A: 1 | B: 1 | C: 0 | D: 1 | E: 0.1 | F: -1 | G: 0 | H: 1 | I: -1 | J: -3
smiles: CCNS(=O)(=O)c1ccc(CCC(=O)N2CCN(c3cc(Cl)ccc3C)CC2)cc1
  A: -9 | B: -6 | C: -1 | D: -2 | E: -0.4 | F: -3 | G: 1 | H: 7 | I: 0 | J: -5
smiles: COC(=O)C1=CN(C(C)c2ccccc2)C=C(C(=O)OC)C1c1cc(OC)c(OC)c(OC)c1 (stereo not drawn)
  A: -5 | B: -20 | C: -1 | D: -21 | E: 0.6 | F: 2 | G: -2 | H: 4 | I: 0 | J: -5
smiles: O=C(Nc1cc(S(=O)(=O)N2CCOCC2)ccc1N1CCOCC1)c1cc(=O)[nH]c2ccccc12
  A: -4 | B: -2 | C: 4 | D: 5 | E: -0.9 | F: 2 | G: -1 | H: 3 | I: -6 | J: -3
smiles: CC1CCC2(CC1)NC(=O)N(CC(=O)N1CCOCC1)C2=O (stereo not drawn)
  A: -4 | B: 0 | C: 2 | D: 5 | E: -0.1 | F: 2 | G: 6 | H: 3 | I: -2 | J: 0
smiles: O=C(O)C1CCCN(S(=O)(=O)c2ccc(F)cc2)C1 (stereo not drawn)
  A: 5 | B: 6 | C: 4 | D: 1 | E: 0.0 | F: -2 | G: -4 | H: 1 | I: 0 | J: 0
smiles: Cc1nc2ccccc2c(=O)n1NC(=O)c1cncc(Br)c1
  A: 6 | B: 2 | C: 0 | D: 1 | E: -0.8 | F: 2 | G: 5 | H: -5 | I: -2 | J: 0
smiles: O=C(Nc1ccc(N2CCOCC2)c(Cl)c1)c1cc(F)c(F)cc1Cl
  A: -6 | B: 5 | C: 5 | D: -5 | E: 0.2 | F: 0 | G: 0 | H: 1 | I: -3 | J: 4
smiles: O=[N+]([O-])CC(c1ccc(F)cc1)c1c[nH]c2ccccc12 (stereo not drawn)
  A: 2 | B: -19 | C: -2 | D: -16 | E: -4.0 | F: -2 | G: 1 | H: 3 | I: 2 | J: 3
smiles: COc1ccc(NC(=O)/C(Cl)=C(/Cl)S(=O)Cc2ccc(Cl)cc2)cn1 (stereo not drawn)
  A: -1 | B: -11 | C: 1 | D: 1 | E: -0.4 | F: 32* | G: 0 | H: -3 | I: 0 | J: -4
smiles: CCOC(=O)/C=C1\SCC(=O)N1CC(=O)c1ccc[nH]1
  A: -6 | B: 7 | C: 2 | D: -2 | E: 0.7 | F: 0 | G: 7 | H: -5 | I: 2 | J: 9
smiles: CCOc1ccc(C(=O)OCC(=O)Nc2cccnc2Cl)cc1OCC
  A: 1 | B: -6 | C: 2 | D: 4 | E: 0.5 | F: 3 | G: -1 | H: -2 | I: 1 | J: 0
smiles: CN(C(=O)CNC(=O)c1ccccc1OCC(=O)Nc1ccc(I)cc1)c1ccccc1
  A: . | B: . | C: -1 | D: -6 | E: . | F: 31* | G: -2 | H: 7 | I: 1 | J: 3
smiles: CCS(=O)(=O)C(=C1NCCO1)S(=O)(=O)CC
  A: -13 | B: -2 | C: 8 | D: -1 | E: 0.4 | F: 5 | G: 9 | H: -4 | I: 3 | J: 1
smiles: COc1ccccc1Nc1nc(NCC2CCCO2)c2ccccc2n1 (stereo not drawn)
  A: -2 | B: -3 | C: 5 | D: 2 | E: -0.7 | F: -1 | G: -1 | H: 5 | I: -2 | J: -1
smiles: O=C1c2cccnc2C(=O)N1Cc1ccc(S(=O)(=O)NCc2ccco2)s1
  A: 1 | B: -4 | C: 4 | D: 0 | E: -2.3 | F: 2 | G: -1 | H: -5 | I: -1 | J: 4

Ordered by the number under Rev-erbA mod (falling): three of the compounds above.
structure | TCR-CD3 inh | HTRA1 inh | mABHD4 FP | PG9 Ab binder | PRMT1 FP inh | MBD2 DNA inh | Rev-erbA mod | LEDGF integ inh
CCOc1ccc(C(=O)OCC(=O)Nc2cccnc2Cl)cc1OCC | 1 | -6 | 4 | 0.5 | 3 | -1 | -2 | 1
CCS(=O)(=O)C(=C1NCCO1)S(=O)(=O)CC | -13 | -2 | -1 | 0.4 | 5 | 9 | -4 | 3
Cc1nc2ccccc2c(=O)n1NC(=O)c1cncc(Br)c1 | 6 | 2 | 1 | -0.8 | 2 | 5 | -5 | -2

These rows are one share of the data; the hit share may differ from the screen's.
